Compound activity: PubChem, Sanford-Burnham Center for Chemical Genomics
H9c2 TAG inh: inhibitors of triacylglycerol accumulation, primary screen, cell-based, uHTS, fluorescence, H9c2. inhibition, % at 12.5 µM. H9c2 cells, Nile Red lipid (TAG) fluorescence; cells loaded with 200 µM oleic acid. AID 651582, 2012. actives 0.66% (n = 230,000);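 active = pattern-corrected inhibition of lipid staining of at least 50% with the nuclear-stain viability signal not falling by more than 50%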;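 also: 0% = DMSO wells and 100% = triacsin C control wells; some results filed as inactive read as strong as hits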
H9c2 TAG inh DAPI viability: also measured in H9c2 TAG inh; calls as there; DAPI nuclei signal change (viability), lower = more cytotoxic, %;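 whole-well DAPI fluorescence read on a plate reader as a viability signal; minus 50 percent equals half of cells still viable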
* marks the source's active call; other numbers are inactive results; i = inactive; & = joins results of further samples.

Every second line gives: H9c2 TAG inh	H9c2 TAG inh DAPI viability
CC1(C(=O)NS(=O)(=O)c2cccc(C#N)c2)CCN1C(=O)Cc1cc(F)ccc1F (configuration not stated)
  7	-11
CCOC(=O)NNC(=O)C12CC3CC(CC(C3)C1)C2
  -5	2
O=C(c1cc(-c2cccs2)nc2ccccc12)N1CCN(c2ccccc2)CC1
  -7	4
COc1ccccc1C(=O)NCCn1ccc2ccccc21
  -16	7
Cc1nc(-c2ccccc2)nc2n[nH]c(N)c12
  -4	15
O=C(Nc1ccc2c(c1)CCC2)c1cccc(F)c1
  -11	6
COC(=O)[C@H](Cc1ccc(O)cc1)NCCCn1cnc(C(=O)Nc2ccc(C)c(C)c2)n1
  2	-5
COc1cc2c(cc1OC)C1=C(C#N)CC/C(=N\S(=O)(=O)c3ccccc3)N1CC2
  6	2
O=C(/C=C/c1ccc2c(c1)OCO2)N1CCN(c2n[nH]c(=O)[nH]c2=O)CC1
  -17	15
CCCCCC[n+]1ccccc1/C=C/c1ccc(N(C)C)cc1
  -134	-12
CCCCC(=O)OCC(=O)c1[nH]c(C)c(C(C)=O)c1C
  11	2
CCOc1ccccc1NS(=O)(=O)c1c[nH]c(C(=O)OC)c1
  -5	2
COc1ccc(OC)c(S(=O)(=O)n2ccnc2C(C)C)c1
  7	0
CCOc1ccc(C(=O)CCC(=O)N2CCN(c3ccccc3O)CC2)cc1
  -14	4
O=C(C1CC1)N1CCc2cc(Br)cc(S(=O)(=O)N3CCOCC3)c21
  3	-2
COc1ccc(OCC(O)COc2ccc(OC)cc2)cc1
  -19	8
CC1(C)Cc2c(sc3nc4n(-c5ccccc5)c(=O)c(CCC(=O)O)nn4c(=O)c23)CO1
  6	-1
CCO[C@H]1OC(C(=O)N2CCN(C)CC2)=C[C@@H](C)[C@@H]1CCCO
  7	2
CS(=O)(=O)N(CC(=O)Nc1ccccc1-c1ccccc1)c1ccccc1
  5	-7
COC(=O)c1ccc(C)c(NC(=O)CN(c2ccccc2)S(=O)(=O)N(C)C)c1
  -1	0
O=C1CC(=C(c2ccccc2)c2ccccc2)C(=O)N1CCCCN1CCN(c2ccccc2)CC1
  13	5
Cc1c(NC(=O)C(C)OC(=O)c2nc(Cl)ccc2Cl)c(=O)n(-c2ccccc2)n1C (configuration not stated)
  5	1
C#CCOCCOCCOCCNc1nc(N2CCOCC2)nc(N2CCN(C(=O)[C@H](Cc3cc4ccccc4[nH]3)n3cc([C@@H](N)C(C)CC)nn3)CC2)n1 (some centres not stated)
  -3	0
N#Cc1ccc(C(=O)OCC(=O)NC(=O)NCc2ccccc2)cc1
  -37	11
Cc1ccn(CCC(=O)N2CCCC(CCC(=O)N3CCN(c4ccccn4)CC3)C2)n1 (configuration not stated)
  0	-3
Cc1noc(C)c1NC(=O)N(C)C[C@H]1Oc2ccc(NS(=O)(=O)c3ccccc3)cc2C(=O)N([C@H](C)CO)C[C@@H]1C
  9	-3
CC1(C2CC(=O)c3c(O)ccc(O)c3C2)OCCO1 (configuration not stated)
  -6	7
O=C1CCC/C1=C\Nc1ccc(Cl)c([N+](=O)[O-])c1
  -5	6
O=C(Nc1ccc(Cl)c(S(=O)(=O)N2CCOCC2)c1)c1ccncc1
  3	-10
COC(=O)c1cccc(NC2CC(=O)N(c3ccc(OC)c(OC)c3)C2=O)c1 (configuration not stated)
  0	-9
Nc1ccccc1SC1CC(=O)N(c2ccc3c(c2)OCO3)C1=O (configuration not stated)
  0	-3
COc1ccc(-c2[nH]ncc2C2N=C(N)Nc3nc4ccccc4n32)cc1 (configuration not stated)
  -6	1
CCOC(=O)c1ccc(NC(=S)N(CCN(C)C)Cc2cccs2)cc1
  6	5
CCCCNC(=S)N(C)/N=C/c1ccc2c(c1)OCO2
  5	-10
N#Cc1ccc(CSc2nnc3ccccn23)cc1
  15	-17
CN(C)N1C(=O)/C(=C/c2ccco2)SC1=Nc1ccccc1
  -3	3
COc1ccc(CC(=O)OC(C)C(=O)c2ccc(C)cc2)cc1 (configuration not stated)
  -20	10
Cc1n[nH]c(C)c1Sc1ccccc1N
  -2	2
COc1ccccc1C(=O)NC(=O)COC(=O)c1ccc([N+](=O)[O-])cc1
  0	9
CCCCN(C(=O)c1nn(C)c(=O)c2ccccc12)c1c(N)n(CCC)c(=O)[nH]c1=O
  4	-5
CCC1=C(OC(=O)N(CC)CC)N2C(=O)OC(=NCCc3c[nH]c4ccccc34)[C@]2(Cc2ccccc2)[C@H]2C1=CC[C@H]1C(=O)N(CC)C(=O)[C@H]12
  31	0
COc1ccc(C(=O)COC(=O)CCS(=O)(=O)c2ccc(C)cc2)c(OC)c1
  0	1
CC1Cc2ccccc2N1C(=O)/C=C/c1cccc(F)c1 (configuration not stated)
  1	2
Cc1cccc(OC(C)C(=O)Nc2cc(S(=O)(=O)N3CCCCC3)ccc2C)c1 (configuration not stated)
  -8	2
COc1ccc(-n2c(SCC(=O)Nc3nc(C)cs3)nnc2-c2ccoc2C)cc1
  3	-5
CCOC(=O)C1CCCN(S(=O)(=O)c2ccc(S(=O)(=O)N3CCCC3)cc2)C1 (configuration not stated)
  -14	-6
CN(C)S(=O)(=O)c1ccc(C(=O)OCc2ccc(C#N)cc2)cc1
  -10	15
Cc1cc(CN2CCN(CC(=O)Nc3cc(C(F)(F)F)ccc3-n3cncn3)CC2)no1
  17	-9
COc1ccccc1-c1ccc(=O)n(CC(=O)NC2CCc3ccccc32)n1 (configuration not stated)
  -23	9
O=S(=O)(c1cc(C(F)(F)F)ccc1Cl)N1CCN(c2ncnc3ccccc23)CC1
  -29	2

Continued:
Every second line gives: H9c2 TAG inh	H9c2 TAG inh DAPI viability
CCOCCCNC(=O)c1ccccc1OC1CCN(S(C)(=O)=O)CC1
  -9	-4
Cc1ccc(NC(=O)CNCc2cccs2)c(Br)c1
  1	-2
CC(=O)N1CCc2cc(S(=O)(=O)CCC(=O)N3CCN(c4ccccn4)CC3)ccc21
  -23	-1
Cc1ccc(-c2csc(N3CCN(CCCn4c(-c5ccncc5)nc5ccccc54)CC3)n2)cc1
  11	-6
O=C(NCCc1ccccc1)C1CC(=O)N(c2ccc3c(c2)OCCO3)C1 (configuration not stated)
  10	-2
COCCCNc1nc(=S)[nH]c2cc(OC)c(OC)cc12
  8	-1
COc1ccc(CCN2CCCC(CN(C)Cc3cc(Cl)c(O)c(OC)c3)C2)cc1 (configuration not stated)
  6	5
O=C(O)c1ccccc1C(c1ccccc1)c1ccccc1O (configuration not stated)
  -57	2
NC(=O)CCS(=O)(=O)CCN1CCCCC1
  4	-1
Cc1ccc(S(=O)(=O)NCCNc2ccc([N+](=O)[O-])cc2)cc1
  -7	-4
COc1cccc(C(NC(C)=O)c2nc(/C=C/c3ccccc3)cs2)c1 (configuration not stated)
  6	5
Cc1ccc(Oc2ncc(CN3CC(C)OC(C)C3)s2)cc1 (configuration not stated)
  19	-13
C#CCN(C(=O)c1ccc(OC)c(OC2CCN(C(C)C)CC2)c1)C1CCCCC1
  9	-1
O=C(CSc1nc2[nH]ncc2c(=O)n1-c1ccccc1Cl)N1CCCC1
  9	-4
O=C(O)C1C2C=CC(C2)C1C(=O)N1CCc2ccccc21 (configuration not stated)
  6	0
O=C(CC1OC(=O)c2ccccc21)NCC1COc2ccccc2O1 (configuration not stated)
  -3	7
O=c1n(-c2ccccc2)c(=O)n2n1CCC2
  -4	1
CC(=O)N1N=C(c2cccc(Br)c2)OC12CCCC2
  -16	16
CC(=O)Nc1sc2c(c1C(=O)N1CCOCC1)CCCCC2
  -32	6
O=C(O)CCC(=O)c1ccc2c(c1)OCCO2
  7	16

Entries from the list above that contain two or more sulfur atoms (three):
Every second line gives: H9c2 TAG inh	H9c2 TAG inh DAPI viability
CCOC(=O)c1ccc(NC(=S)N(CCN(C)C)Cc2cccs2)cc1
  6	5
COc1ccc(-n2c(SCC(=O)Nc3nc(C)cs3)nnc2-c2ccoc2C)cc1
  3	-5
CCOC(=O)C1CCCN(S(=O)(=O)c2ccc(S(=O)(=O)N3CCCC3)cc2)C1 (configuration not stated)
  -14	-6

Additional structures:
Every second line gives: H9c2 TAG inh	H9c2 TAG inh DAPI viability
CCn1cc(CNCc2ccc(OCC(O)CN(C)Cc3ccccc3)cc2)cn1 (configuration not stated)
  -1	33
Cn1nc(C(=O)Nc2cccc(S(=O)(=O)N3CCCCC3)c2)c2ccccc2c1=O
  23	-8
COC(=O)C1=C(C)N(CC2CCCO2)C(=O)C1 (configuration not stated)
  6	10
C=CCNc1cnn(-c2ccc(C)cc2)c(=O)c1Sc1ccc(C)cc1
  -20	5
Cc1sc2ncnc(N3CCC(C(=O)Nc4cc(C(F)(F)F)ccc4OCC(F)(F)F)CC3)c2c1C
  -2	-4
Cc1ccc(C)c(S(=O)(=O)N2CCCC2CNC(=O)C(=O)NCCc2ccccc2)c1 (configuration not stated)
  7	6
CCN(C(=O)COC(=O)/C=C/c1ccc(OC(F)F)c(OC)c1)C1CCS(=O)(=O)C1 (configuration not stated)
  5	0
COc1ccc(S(=O)(=O)NCC2CCCN(C(=O)CNC(C)=O)C2)cc1 (configuration not stated)
  10	-11
C[C@H](CCC(=O)NCC(=O)O)[C@H]1CC[C@H]2[C@@H]3[C@H](O)C[C@@H]4C[C@H](O)CC[C@]4(C)[C@H]3C[C@H](O)[C@]12C
  3&0&-8	-5&9&3
O=C(Nc1ccccc1Br)c1cccc2ccccc12
  -1	-8
Cc1ccc(N=Cc2c(O)n(-c3ccc4c(c3)OCO4)c(=O)c3ccccc23)cc1
  23	-14
O=C(N/N=C/c1cccs1)C(=O)Nc1cccc(Cl)c1
  0	-6
COc1ccc(OC)c(NC(=O)COC(=O)Cn2nnc(-c3ccccc3)n2)c1
  4	3
Cc1nc2ccc(C(=O)Nc3ccccc3Cl)cc2s1
  -3	-2
O=C(Nc1ccccn1)c1ccc(S(=O)(=O)N2CCCCCC2)cc1
  9	-4
Cc1ccc(S(=O)(=O)N2CCN(CC(O)CN3CCOCC3)CC2)cc1 (configuration not stated)
  -16	3
COC(=O)c1cc(/C=C/c2ccccc2)on1
  -25	16
CN(C)CCCN=c1cc(-c2ccccc2)oc2ccc(Cl)cc12
  30	16
CN1CCN(c2ccc(Cl)cc2NC(=O)/C=C/c2cccc(F)c2)CC1
  37	12
COCCCN(CC(=O)O)S(=O)(=O)c1ccccc1
  -8	-2
COc1ccccc1N1CCN(Cc2cn[nH]c2-c2ccc(F)cc2)CC1
  4	2
CC1(NC(=O)Cc2ccc(Cl)c(Cl)c2)CCS(=O)(=O)C1 (configuration not stated)
  -3	3
Cc1ccccc1OCCCC(=O)Nc1ccc(Br)cc1
  -19	2
CCOc1cc(N2CCOCC2)c(OCC)cc1NC(=O)c1ccc(S(=O)(=O)N(C)C)cc1
  -1	11
CC(C)C[C@H]1CNC(=O)C(=O)N1CC1CCN(CCC(C)(C)C)CC1
  4	-16
COC(=O)[C@@H]1C[C@@H]2CC[C@@H](O)C[C@@H]2N1Cc1ccc(C(F)(F)F)cc1
  4	-3
N=c1n(CCO)c2ccccc2n1CCOc1ccc(Cl)cc1Cl
  91*	-33*
N#Cc1csc(CCNC(=O)c2ccccc2)n1
  2	1
Cc1cc(C)c(NC(=O)COC(=O)c2nc3nccc(C)n3n2)c(Cl)c1
  6	-4
CC1SCC(=O)N(CC(=O)NC2CCCCC2)C1=O (configuration not stated)
  -1	5

Given bar-delimited: four of the compounds above
SMILES | H9c2 TAG inh | H9c2 TAG inh DAPI viability
Cc1cc(C)c(NC(=O)COC(=O)c2nc3nccc(C)n3n2)c(Cl)c1 | 6 | -4
CC1(NC(=O)Cc2ccc(Cl)c(Cl)c2)CCS(=O)(=O)C1 (configuration not stated) | -3 | 3
Cc1ccccc1OCCCC(=O)Nc1ccc(Br)cc1 | -19 | 2
CCOc1cc(N2CCOCC2)c(OCC)cc1NC(=O)c1ccc(S(=O)(=O)N(C)C)cc1 | -1 | 11

Additional results:
Every second line gives: H9c2 TAG inh	H9c2 TAG inh DAPI viability
Cc1cc(C)n2c(SCC(O)=C(C#N)c3nc4ccccc4[nH]3)nnc2n1
  5	-1
COc1ccc(N2C(=O)S[C@@H]3CS(=O)(=O)C[C@@H]32)cc1
  -11	5
O=C(CCN1C(=O)c2ccccc2S1(=O)=O)Nc1ccc(C(=O)O)cc1
  6	-5
CC1CC(C)CN(C(=O)C2CCN(S(=O)(=O)c3c(Cl)cccc3Cl)CC2)C1 (configuration not stated)
  2	-9
Nc1c(C(=O)Nc2ccc3c(c2)OCCO3)nnn1Cc1cccc(Cl)c1
  7	0
NC(=O)c1ccccc1NC(=O)c1cccc(C(=O)Nc2ccccc2C(N)=O)n1
  7	2
CC12CC3CC(C)(C1)CC(CN)(C3)C2
  15	-2
CCOC(=O)c1cc(-c2cccnc2)nn1-c1ccccc1
  -6	i
O=C(Nc1cccc(S(=O)(=O)N2CCCCC2)c1)C1CC(=O)N(c2ccc3c(c2)OCCO3)C1 (configuration not stated)
  11	6
CCCC(=O)Nc1ccccc1NC(=O)c1ccc(OCC)c(OCC)c1
  -15	-6
CC(OC(=O)c1c2c(nc3ccccc13)/C(=C\c1ccc3c(c1)OCO3)CCC2)C(=O)Nc1ccc(S(N)(=O)=O)cc1 (configuration not stated)
  13	77
Cc1nnsc1C(=O)NNC(=O)c1cccc2ccccc12
  11	-3
O=C1CSC(c2ccc(Cl)cc2)N1C1CCCCC1 (configuration not stated)
  -12	-11
O=S(=O)(Nc1ccc(-c2ccc3nncn3n2)cc1)c1cc(F)ccc1F
  18	-1
CCOC(=O)C1CCCN(C(=O)CCCn2nc(C)n3c(cc4sccc43)c2=O)C1 (configuration not stated)
  -4	0

An excerpt; rates above refer to the full screens.
